APJ antagonist = antagonists of human APJ apelin receptor | hit rate 0.32% among 330,000 | CHO-K1 APJ beta-arrestin complementation, luminescence | P35414 | inhibition, % at 20 µM;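 active = inhibition above about 40% at 20 µM, limit read from the data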;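 note: cells challenged with 10 nM apelin-13 agonist together with compound; plate controls were apelin-13 plus DMSO wells for no effect and DMSO wells lacking apelin-13 for full effect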
CXCR6 block = CXCR6 (human) receptor inhibition; hit rate 0.36% among 360,000; CHO-K1 PathHunter CXCR6 beta-arrestin, luminescence; inhibition, % at 20 µM; O00574; in the data active = inhibition above about 34%, passing the limit was not always enough;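 note: antagonist mode with CXCL16 agonist at 10 nM final; 0% = 10 nM CXCL16 with DMSO and 100% = unstimulated wells without agonist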
Target sequence (O00574 whole entry, looked up): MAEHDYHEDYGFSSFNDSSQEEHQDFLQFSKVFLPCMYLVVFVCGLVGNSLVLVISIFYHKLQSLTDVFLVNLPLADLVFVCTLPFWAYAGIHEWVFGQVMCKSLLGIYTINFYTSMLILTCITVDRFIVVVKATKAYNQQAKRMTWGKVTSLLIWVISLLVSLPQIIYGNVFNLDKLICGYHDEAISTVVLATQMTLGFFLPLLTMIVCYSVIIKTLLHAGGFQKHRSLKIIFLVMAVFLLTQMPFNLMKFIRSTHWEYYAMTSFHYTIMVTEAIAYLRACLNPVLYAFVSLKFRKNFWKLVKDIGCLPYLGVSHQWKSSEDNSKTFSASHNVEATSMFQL
EBI2 antag = blocks human EBI2 receptor beta-arrestin signaling. inhibition, % at 5 µM. P32249. hit rate 0.81% among 360,000. EBI2 beta-arrestin recruitment, luminescence, 7a,25-OHC stimulated; in the data active = inhibition above about 38%;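 note: enzyme fragment complementation signal reports receptor beta-arrestin coupling in cells; 0% = agonist plus DMSO wells and 100% = wells without agonist; some results beyond the cut were filed as inactive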
UBC13 polyUb = inhibitors of human UBC13 polyubiquitin chain formation | P61088 | TR-FRET | inhibition, % at 20 µM | hit rate 0.47% among 330,000 | AID 485273; in the data active = inhibition above about 45%, passing the limit was not always enough; inconclusive = no clear call, values can overlap the other calls
Target sequence (P61088 whole entry, looked up): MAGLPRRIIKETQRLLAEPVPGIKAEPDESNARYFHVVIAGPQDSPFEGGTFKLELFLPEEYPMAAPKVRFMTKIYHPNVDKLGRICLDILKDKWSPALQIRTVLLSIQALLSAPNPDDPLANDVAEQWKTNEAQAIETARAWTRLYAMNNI
APJ agonist = APJ receptor agonism; CHO-K1 APJ PathHunter beta-arrestin, luminescence; 0% DMSO wells, 100% apelin; activation, % at 20 µM; hit rate 0.11% among 330,000; AID 2520;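 active = activation more than six SD over the plate average, tested at 20 µM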;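 note: 0% = DMSO alone and 100% = apelin-13 at 10 nM; some results filed as inactive read as strong as hits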
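Assay system: CHO-K1 cells stably expressing ProLink-tagged human APJ and arrestin–beta-gal acceptor. Compound dosing: 20 µM single point, 1% DMSO. Times: 16-18 h seeding, 90 min dark compound exposure, 60 min detection. Detection: beta-gal luminescence. Evaluation: APJ–arrestin association signal. Controls: negative DMSO alone, positive Apelin-13 at 10 nM.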
CCR6 antag = antagonists of human CCR6 receptor | hit rate 0.49% among 340,000 | inhibition, % at 20 µM | CHO-K1 CCR6 PathHunter beta-arrestin, luminescence, CCL20-stimulated | P51684;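 active = compounds whose inhibition of the agonist-driven luminescence signal at 20 µM reaches about 50%, limit read from the data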;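 note: cells stimulated with CCL20 at 14 nM final; plate controls were DMSO with CCL20 for no effect and DMSO without agonist for full effect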
Target sequence (P51684 whole entry, looked up): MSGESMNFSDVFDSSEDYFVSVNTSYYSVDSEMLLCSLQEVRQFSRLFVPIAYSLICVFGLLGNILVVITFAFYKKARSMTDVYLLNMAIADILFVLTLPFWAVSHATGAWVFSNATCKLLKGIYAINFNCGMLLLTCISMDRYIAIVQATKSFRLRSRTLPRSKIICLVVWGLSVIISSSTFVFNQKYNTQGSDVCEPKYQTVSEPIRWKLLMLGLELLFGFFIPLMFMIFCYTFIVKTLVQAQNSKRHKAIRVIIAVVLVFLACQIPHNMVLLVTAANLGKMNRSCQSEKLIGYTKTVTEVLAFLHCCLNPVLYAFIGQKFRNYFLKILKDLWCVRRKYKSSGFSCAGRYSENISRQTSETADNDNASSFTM
ATG4B inh = ATG4B (human) cysteine protease inhibition; inhibition, % at 8.33 µM; Q9Y4P1; AID 504462; ATG4B cleavage of LC3-PLA2, NBD-HPC fluorescence, 1 h; hit rate 0.51% among 340,000; in the data active = inhibition above about 40%
Gli-Sufu antag = blocks Gli-Sufu signaling in a luciferase reporter; Sufu-KO-LIGHT fibroblasts, Gli luciferase reporter luminescence; inhibition, % at 5 µM; hit rate 0.74% among 340,000;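 active = inhibition above about 55%, limit read from the data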;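 note: 0% = DMSO-treated cells and 100% = wells with medium but no cells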
* = called active by the depositor; ? = inconclusive; · = not tested or not shown. Random draw from the library (roughly 3% active in at least one column).

The opening 15 compounds as a preview:
SMILES	APJ antagonist	CXCR6 block	EBI2 antag	UBC13 polyUb	APJ agonist	CCR6 antag	ATG4B inh	Gli-Sufu antag
Cc1nc2ccccn2c1C(=O)NC1CCCc2ccccc21 (centres undefined)	6	-14	-1	-6	0	7	-5	56*
O=C(NC1CC1)C1CCN(C2CCN(C(=O)CSc3ccccc3)CC2)CC1	-12	-7	-10	-5	-2	6	-1	3
CC(=O)C1=C(C)NC(SCC(N)=O)=C(C#N)C1c1sccc1C (centres undefined)	-14	4	3	6	-5	6	-4	-1
Cc1ccc(CN2CCNC(=O)C2CC(=O)NCCCn2cccn2)o1 (centres undefined)	-13	3	5	3	-1	-1	-3	16
Cc1ccc(S(=O)(=O)N2CCCC2C(=O)Oc2ccccc2)cc1 (centres undefined)	5	-2	-7	0	0	-5	3	5
Cc1cnc(C(=O)OCC(=O)Nc2cccc(S(=O)(=O)N3CCCCC3)c2)cn1	-6	-5	-8	-7	-4	5	4	-4
Cn1c2c(c(=O)c3ccccc31)CCCC2	19	-1	3	8	-1	8	-2	4
CC(=O)c1sc(NC(=O)CCS(=O)(=O)c2ccc(Cl)cc2)nc1C	12	-2	-13	0	-3	11	7	6
COc1ccc(NS(=O)(=O)c2cn(C)cn2)cc1	18	-1	-10	3	-5	0	-3	3
Cc1ccc(S(=O)(=O)N2CCc3c2cc([N+](=O)[O-])cc3[N+](=O)[O-])cc1	-2	6	14	-14	8	23	4	10
O=C(Nc1cc(S(=O)(=O)N2CCOCC2)ccc1N1CCCC1)c1cccnc1Cl	6	0	6	-11	-5	-1	3	5
COc1cccc(N2C(=O)CN(Cc3ccc(OC)c(OC)c3)C2=S)c1	-12	1	-5	-8	2	4	-5	1
NC(=O)C1CCN(CC(=O)N2N=CCC2c2ccccc2)CC1 (centres undefined)	1	6	1	3	0	3	-3	-1
Cc1ccc(NC(=O)c2cc(=O)c3ccccc3o2)cc1	-2	-6	-12	4	-3	0	-1	-18
COc1ccccc1CNC(=O)C1CCN(S(=O)(=O)c2ccc(-n3cnnn3)cc2)CC1	7	-5	2	-1	1	8	9	-9

Main list, previewed entries included:
SMILES	APJ antagonist	CXCR6 block	EBI2 antag	UBC13 polyUb	APJ agonist	CCR6 antag	ATG4B inh	Gli-Sufu antag
Cc1nc2ccccn2c1C(=O)NC1CCCc2ccccc21 (centres undefined)	6	-14	-1	-6	0	7	-5	56*
O=C(NC1CC1)C1CCN(C2CCN(C(=O)CSc3ccccc3)CC2)CC1	-12	-7	-10	-5	-2	6	-1	3
CC(=O)C1=C(C)NC(SCC(N)=O)=C(C#N)C1c1sccc1C (centres undefined)	-14	4	3	6	-5	6	-4	-1
Cc1ccc(CN2CCNC(=O)C2CC(=O)NCCCn2cccn2)o1 (centres undefined)	-13	3	5	3	-1	-1	-3	16
Cc1ccc(S(=O)(=O)N2CCCC2C(=O)Oc2ccccc2)cc1 (centres undefined)	5	-2	-7	0	0	-5	3	5
Cc1cnc(C(=O)OCC(=O)Nc2cccc(S(=O)(=O)N3CCCCC3)c2)cn1	-6	-5	-8	-7	-4	5	4	-4
Cn1c2c(c(=O)c3ccccc31)CCCC2	19	-1	3	8	-1	8	-2	4
CC(=O)c1sc(NC(=O)CCS(=O)(=O)c2ccc(Cl)cc2)nc1C	12	-2	-13	0	-3	11	7	6
COc1ccc(NS(=O)(=O)c2cn(C)cn2)cc1	18	-1	-10	3	-5	0	-3	3
Cc1ccc(S(=O)(=O)N2CCc3c2cc([N+](=O)[O-])cc3[N+](=O)[O-])cc1	-2	6	14	-14	8	23	4	10
O=C(Nc1cc(S(=O)(=O)N2CCOCC2)ccc1N1CCCC1)c1cccnc1Cl	6	0	6	-11	-5	-1	3	5
COc1cccc(N2C(=O)CN(Cc3ccc(OC)c(OC)c3)C2=S)c1	-12	1	-5	-8	2	4	-5	1
NC(=O)C1CCN(CC(=O)N2N=CCC2c2ccccc2)CC1 (centres undefined)	1	6	1	3	0	3	-3	-1
Cc1ccc(NC(=O)c2cc(=O)c3ccccc3o2)cc1	-2	-6	-12	4	-3	0	-1	-18
COc1ccccc1CNC(=O)C1CCN(S(=O)(=O)c2ccc(-n3cnnn3)cc2)CC1	7	-5	2	-1	1	8	9	-9
O=C(CCCc1nc(-c2ccccc2)no1)Nc1cccnc1	14	-4	-1	-4	0	-3	-4	2
Cc1ccccc1-n1ncc(C(C)NS(=O)(=O)c2ccccc2Cl)c1C (centres undefined)	-7	-1	5	2	-6	24	12	2
CC/C(=C\c1oc2cc3ccccc3cc2[n+]1CC)Nc1ccccc1	5	-6	6	12	5	1	-7	42
COc1cc(CN2CCN(c3ncccn3)CC2)cc(OC)c1	9	8	3	6	-1	17	2	-6
Cc1nnc(SCC(=O)NC2CCCC2)n1-c1ccccc1	-31	1	4	3	-3	15	-6	-5
O=C(Cc1ccccc1)OCC(=O)c1cccc([N+](=O)[O-])c1	-7	25	10	3	-8	34	-33	0
Cc1nnc(SCc2ccc(Cl)c(Cl)c2)s1	3	5	-19	14	-2	14	3	-18
CCOC(=O)Cc1csc(-n2sc3ccccc3c2=O)n1	-26	-12	13	?	5	17	-4	-6
COC(=O)c1ccccc1NC(=S)N(Cc1ccc2c(c1)OCO2)Cc1cc2cc(C)ccc2[nH]c1=O	-1	1	4	6	-1	-16	-6	11
Cc1cc(OCC(=O)Nc2ccc3oc(-c4ccncc4)nc3c2)ccc1Cl	6	3	1	22	-2	5	3	-20
CCCC(C)C(=O)Nc1nnc(C)s1 (centres undefined)	-1	2	-5	-2	-1	-7	-1	7
CC(C)(C)c1csc(NC(=O)c2ccc(Cl)s2)n1	17	-10	4	10	0	40	9	-66
COc1ccc(N2CCN(S(=O)(=O)CCNC(=O)COc3cccc(OC)c3)CC2)cc1	5	-3	0	-14	5	-3	-3	-18
Cc1ccc(NC2CCCN(C(=O)c3ccc(-n4ccnc4)cc3)C2)cc1C (centres undefined)	1	-8	-3	0	2	5	-2	-1
O=[N+]([O-])c1cccc(/C=N/NC2=NCCCCC2)c1	-4	8	8	-8	-1	-2	-2	-28
COc1ccc(C(=O)NCc2ccc(-n3cccc3)cc2)cc1OC	-10	7	-1	-13	-1	12	-13	2
CC(C)(C)NC(=O)c1cnn2c1NC(c1ccc(F)cc1)CC2C(F)(F)F (centres undefined)	-29	2	-2	0	4	3	-3	6
COc1cccc(N2CCN(C(=O)CCc3nnc4ccc(N5CCCC5)nn34)CC2)c1	4	0	-8	-11	11	-6	-9	1
CCc1nnc(NC(=O)c2ccc(N(C)S(=O)(=O)c3ccccc3)cc2)s1	4	-1	3	1	-2	-14	7	-5
COc1ccc(C2CC(=O)N(CC(=O)NCC3CCCO3)c3ccccc3S2)cc1OC (centres undefined)	-9	4	-1	4	-2	6	2	-7
Cc1ncoc1C(=O)Nc1cccc(Cl)c1	0	-5	-6	0	-1	-6	13	-24
CC(Sc1nnnn1-c1ccc(Cl)cc1)C(=O)NCC(=O)Nc1ccc(F)c(F)c1F (centres undefined)	7	5	-1	-10	4	8	-11	1
Cc1cccc(NC(=O)CCCN=C2NS(=O)(=O)c3ccccc32)c1C	-6	0	-11	5	-3	10	-22	-1
CC(C)Cn1c(SCC(=O)NCc2ccco2)nnc1-c1ccncc1	-11	-6	-15	4	1	6	-4	0
CCOC(=O)C1=C(C)NC(=S)N(C=O)C1c1ccccc1 (centres undefined)	6	1	11	2	-2	17	8	12
COc1ccc(CC2(CO)CCN(Cc3cccc(OC)c3OC)CC2)cc1	-25	1	2	-4	-6	-15	-13	4
COc1cccc(NC(=O)c2cccc(S(=O)(=O)N3CCN(Cc4ccccc4)CC3)c2)c1	0	2	12	-11	-1	12	-4	-1
O=C1c2ccccc2C(=O)c2c(Nc3ccc(CCO)cc3)ccc(O)c21	2	12	-7	-13	-2	17	-2	9
Cc1[nH]c2ccccc2c1SCCNC(=O)c1ccc(S(=O)(=O)N2CCCC2)cc1	3	-15	0	8	0	11	-18	7
CC(NC(=O)C(=S)N1CCN(C)CC1)c1ccccc1 (centres undefined)	-3	-6	-1	-2	-2	-6	-2	-1
COc1ccc(OC)c(C(=O)NC(CC(N)=O)c2ccc(NCC3CC3)c([N+](=O)[O-])c2)c1 (centres undefined)	24	-4	-1	-55	4	15	-6	-2
COCCCN1C(=O)C(=O)/C(=C(/O)c2ccc3c(c2)OCCO3)C1c1ccc(C(=O)OC)cc1 (centres undefined)	16	0	0	-16	-5	5	-7	5
COc1ccc(Cl)cc1NC(=O)CN(C)C(=O)c1cc2c(s1)CCC(C)C2 (centres undefined)	0	1	6	-7	-4	7	-3	7
CCC1CCCCN1CC(=O)c1c(C)[nH]c2ccccc12 (centres undefined)	10	-7	3	14	-3	0	9	-12
N#Cc1ccccc1S(=O)(=O)N1CCN(CC(=O)Nc2ccccc2C(=O)NC2CC2)CC1	-3	-1	6	3	1	1	-60	8
CCCCN(C(=O)C1CC(=O)N(CCc2ccc(OC)c(OC)c2)C1)c1c(N)n(CC(C)C)c(=O)[nH]c1=O (centres undefined)	·	4	-2	·	·	1	-7	1
CC(C#N)Sc1ccc(S(=O)(=O)N2CCCC2)cn1 (centres undefined)	-45	-1	6	-6	-3	5	-12	0
Cc1ccccc1S(=O)(=O)Nc1ncnc2scc(-c3ccccc3)c12	-13	4	-8	-8	-3	-1	3	1
CCc1ccc(S(=O)(=O)/N=C2\C=C(Nc3ccc(O)cc3)C(=O)c3ccccc32)cc1	25	41*	9	-136	-7	57*	25	88*
COc1ccc(-c2cc(C(=O)OC3CCOC3=O)c3ccccc3n2)cc1OC (centres undefined)	5	5	0	13	-2	0	-16	3
O=C(Nc1ccccc1Cl)N1CCN(c2ccc3nncn3n2)CC1	4	0	-7	6	-2	-1	-10	-1
COCCNC(=O)CN1CCOc2ccccc21	-22	-3	-3	-2	-2	-9	0	6
COc1ccc(C2N(C(=O)C(F)(F)F)C(C)CN2S(=O)(=O)c2ccc(C)cc2)cc1 (centres undefined)	19	9	10	0	-1	18	-2	-18
COc1ccc(CCNS(=O)(=O)c2ccc(-c3ccc(=O)[nH]n3)o2)cc1OC	1	-7	-9	-3	-5	-4	2	2
CCOC(=O)N1CCC(Nc2ccc(N3C(=O)C4CCCCC4C3=O)cc2[N+](=O)[O-])CC1 (centres undefined)	38	-3	-8	-39	-6	17	8	-37
O=C(COC(=O)c1ccccc1-c1nc2ccccc2s1)Nc1ccccc1C(F)(F)F	6	11	-14	-7	-3	21	7	-14
O=C(c1cc2ccccn2n1)N1CCN(c2cccc(C(F)(F)F)c2)CC1	0	6	11	-22	0	-15	-14	9
Nc1nc(N)c(C=Nc2ccc(Br)cc2)c(Nc2ccc(Br)cc2)n1	-6	-14	-1	34	-2	9	-2	-1

Ordered by the number under UBC13 polyUb (lowest first): 3 of the compounds above
canonical_smiles,APJ antagonist,CXCR6 block,EBI2 antag,UBC13 polyUb,CCR6 antag,ATG4B inh
CCc1ccc(S(=O)(=O)/N=C2\C=C(Nc3ccc(O)cc3)C(=O)c3ccccc32)cc1,25,41*,9,-136,57*,25
COc1ccc(CCNS(=O)(=O)c2ccc(-c3ccc(=O)[nH]n3)o2)cc1OC,1,-7,-9,-3,-4,2
CC(NC(=O)C(=S)N1CCN(C)CC1)c1ccccc1 (centres undefined),-3,-6,-1,-2,-6,-2
